Assay outcomes deposited in PubChem by National Center for Advancing Translational Sciences (NCATS).
Pf growth 48h: inhibits P. falciparum growth in the first generation, 48 h; P. falciparum luciferase growth in erythrocytes, 48 h; Potency, µM (top dose mostly 28.7 µM), for the others: top-dose activity change, negative = inhibition, most hits filed as inhibitors; 5.9% of 310,000 active; AID 504832
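Firefly luciferase activity from engineered P. falciparum reports growth; inhibitors lower the luminescent signal. Cultures contained 2% hematocrit erythrocytes at 0.1% final parasitemia.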
Pf growth 96h: P. falciparum growth inhibition at 96 hours | P. falciparum luciferase reporter growth, 96 h | Potency, µM (top dose mostly 28.7 µM), for inactives: at the highest dose activity change, negative = inhibition, actives largely listed as inhibitors | 6.9% of 320,000 active | AID 504834
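Luminescence readout: decreased luciferase signal marks inhibited growth of reporter-expressing P. falciparum in infected red cells (2% hematocrit, 0.05% parasitemia final), exposed to compound two generations (96 h, 37 C, 5% CO2).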
LmPK inh: LmPK (Leishmania mexicana) enzyme inhibition. purified LmPK, Kinase-Glo ATP luminescence, 1 h. Potency, µM (series often up to 57.5 µM), inactives show at the highest dose activity change, negative = inhibition, hits mostly inhibitors. 0.37% of 290,000 active. AID 1721
Target sequence (Q27686 whole entry, looked up): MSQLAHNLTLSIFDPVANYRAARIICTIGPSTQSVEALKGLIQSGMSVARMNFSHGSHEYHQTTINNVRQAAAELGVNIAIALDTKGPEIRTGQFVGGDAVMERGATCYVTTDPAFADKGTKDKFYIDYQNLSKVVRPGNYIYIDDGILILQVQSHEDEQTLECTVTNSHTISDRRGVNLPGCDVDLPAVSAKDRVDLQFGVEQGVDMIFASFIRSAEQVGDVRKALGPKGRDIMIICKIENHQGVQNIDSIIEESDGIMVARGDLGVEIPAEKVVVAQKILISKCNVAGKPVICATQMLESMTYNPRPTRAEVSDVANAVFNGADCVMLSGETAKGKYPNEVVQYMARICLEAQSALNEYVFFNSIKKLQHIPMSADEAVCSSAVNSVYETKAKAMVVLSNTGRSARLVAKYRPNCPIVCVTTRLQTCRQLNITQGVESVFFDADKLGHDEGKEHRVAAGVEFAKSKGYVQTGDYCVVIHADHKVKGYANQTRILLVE
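0.1 nM LmPK, 0.5 mM PEP, 0.1 mM ADP; 50 mM imidazole pH 7.2, 7 mM MgCl2, 50 mM KCl; 1 h RT. Kinase-Glo luminescence readout, normalized to no-enzyme (full inhibition) and uninhibited wells.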
TbPYK inhibitor: T. brucei pyruvate kinase inhibition. Potency, µM (titrated, usually from 76.8 µM), for inactives: at the top dose activity, negative = inhibition, actives largely listed as inhibitors. TbPYK enzyme, Kinase-Glo Plus ATP luminescence, 45 min. 0.12% of 410,000 active. Q57TT1. AID 624173; also: nearly all actives have a fitted effect of over 50% in size
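Assay buffer: 50 mM TEA pH 7.2, 100 mM KCl, 10 mM MgCl2, 0.05% BSA, 0.01% Tween-20. Pyruvate kinase from T. brucei plus substrate met compound, then ADP (130 uM final). Luminescence was read post 45 min RT.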
Sm TGR block: inhibitors of Schistosoma mansoni thioredoxin glutathione reductase; AID 485364; purified TGR, DTNB reduction, TNB absorbance 405 nm; Potency, µM (top dose mostly 114 µM), inactives show at the top dose activity change, negative = inhibition, usual class: inhibitors; 3% of 360,000 active; also: nearly all actives have a fitted effect of over 60% in size
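Kinetic colorimetric format: TGR-catalysed, NADPH-driven DTNB reduction monitored via TNB absorbance. Enzyme dispensed at 20 nM; compound exposure 15 min at room temperature before reaction start.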
HCV inh: blocks hepatitis C virus; Huh7.5.1 HCVcc-Cre infection, luciferase reporter, 44 h; Potency, µM (highest dose often 41.8 µM), inactives show at the highest dose activity change, negative = inhibition, actives largely listed as inhibitors; 3.4% of 340,000 active; AID 651820
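Infectious HCVcc-Cre (~0.5 moi) was added to cells just after compound, with cells seeded 4 h earlier at 1,000 per well. Luciferase activity after 44 h culture reported infection; substrate was incubated 15 min at room temperature before reading.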
Starred values were filed as active, the others as inactive; ? = inconclusive; . = not tested or not shown; & = joins results of further samples; [ ] = dose if it differs, or a comment. Calls follow the shape of the dose curve; as a rule, active = well fitted curve in the direction sought with a large enough effect; inconclusive = small, poorly fitted or top-dose-only effect, or another doubt; inactive = no such curve, though single readings can be large; an effect the other way counts as inactive or inconclusive. % is scaled to controls: 0 for no effect and ±100 for the full control effect; potency is read from the fitted curve at half-maximal effect.

SMILES	Pf growth 48h	Pf growth 96h	LmPK inh	TbPYK inhibitor	Sm TGR block	HCV inh
O=C(NCC(c1ccco1)N1CCOCC1)c1ccc(F)cc1 (configuration not stated)	-8%	10%	.	2%	-6%	6%
NC(=O)c1ccc(Cc2ncc(C(F)(F)F)cc2Cl)s1	-22%	5.2µM*	-2%	1%	-9%	?
O=C(NCCCN1CCCCCC1)C1CCCN(S(=O)(=O)c2cccc3nsnc23)C1 (configuration not stated)	12%	15%	-1%	0%	-20%	8%
COc1ccc(OC)c(NC(=O)c2ccc(NS(C)(=O)=O)cc2)c1	18%	.	-7%	2%	-2%	?
CSc1ccc(S(=O)(=O)N2c3ccccc3CC2C)cc1 (configuration not stated)	-27%	53%[activator]	0%	3%	-1%	4%
Cc1ccc(C)c(NC(=O)C2CCCN(S(=O)(=O)c3c(C)noc3/C=C/N(C)C)C2)c1 (configuration not stated)	?	2%	6%	1%&-13%	-13%&-13%	-27%
COC(=O)CNS(=O)(=O)c1ccc(OC)cc1	-24%	4%	-2%	0%	-12%	33%[activator]
COc1ccc(CCNC(=O)C2CCCN(Cc3nc(-c4ccccc4C)oc3C)C2)cc1OC (configuration not stated)	?	-10%	2%	3%	-23%	?
COc1ccc(-n2ccc(=O)c(C(=O)O)n2)c(OC)c1	39%[activator]	20%	5%	0%	-12%	10%
O=c1cc(O)n(-c2ccc(Cl)cc2)c(=S)[nH]1	.	44%[activator]	0%	?	?	8%
CSc1ccccc1NC(=O)c1cnccn1	-3%	11%	7%	-17%	-5%	20%
Cc1cc(Cl)ccc1OCCCC(=O)NN	?	9%	3%	-1%	-13%	2%
COc1cccc(N2CCN(C(=O)CCSCc3ccccc3F)CC2)c1	-4%	-19%	1%	-3%&3%	63%&-10%[activator]	7%
COc1cccc(-c2nnc3sc(-c4ccc(Cl)cc4)nn23)c1	6%	-10%	1%	.	5%	.
O=C(Nc1ccccc1C(=O)N1CCOCC1)c1cccnc1	17%	.	0%	-7%	0%	-11%
O=C(O)c1cc(S(=O)(=O)NCc2ccco2)c(Cl)cc1Cl	.	?	8%	-1%	?	6%
CC(C)CCOP(=O)(c1ccc(N(C)C)cc1)C(O)c1ccc(N(C)C)cc1 (configuration not stated)	?	?	-1%	0%	3%	13%
CC1CN(C(=O)C(C)N2CCN(c3cccc(Cl)c3)CC2)CC(C)O1 (configuration not stated)	16%	-3%	1%	-10%	-6%	-5%
O=S1(=O)CC2(N3CCOCC3)CCCCCCC21 (configuration not stated)	-10%	19%	-3%	1%	-3%	2%
CCOC(=O)N1CCN(C(=O)c2oc3ccc(S(=O)(=O)N(CC)CC)cc3c2C)CC1	5.2µM*	-10%	-4%	2%	-7%	-8%
COc1cccc(CNS(=O)(=O)c2cc3c(cc2Cl)NC(=O)CO3)c1	9%	6%	0%	1%	-11%	6%
COc1ccc(OCC(=O)NCCNC(=O)c2ccccn2)cc1	37%[activator]	7%	-7%	10%	-4%	-7%
CCCN(C(=O)c1cc(Cl)nc2ccccc12)c1c(N)n(Cc2ccccc2)c(=O)[nH]c1=O	?	?	.	3%	-2%	8%
Cc1ccc(C2CC2c2n[nH]c(=S)n2-c2cccc(C)c2)cc1 (configuration not stated)	-13%	?	?	?	9%	9%
Cn1cc(C(=O)c2ccc(Cl)cc2Cl)cc1C(=O)N/N=C(\N)COc1ccc(F)cc1	?	.	4%	-6%	3%	10µM*
Cc1ccnc(SCc2cc(=O)c(OC(=O)c3cccs3)co2)n1	-20%	33%[activator]	0%	-5%	-8%	0%
Cc1ccc(C(=O)Nc2ccc(OCc3ccccc3)cc2)s1	?	?	-8%	3%	1%	2%
Cc1ccc(NC(=O)C2=C(O)CCn3c2nc2ccccc23)cc1	.	?	20%	3%	0%	?
CCC(=O)Nc1cc2[nH]c(=O)cc(C)c2cc1C	8%	?	-2%	1%	-2%	10%
O=C(Nc1ccc(Cl)c(Cl)c1)N1CCSCC1	29%	-4%	-1%	5%	-2%	-16%
O=C(/C=C/c1ccc(Cl)cc1)N(Cc1cccs1)C1CCS(=O)(=O)C1 (configuration not stated)	-24%	-20%	1%	1%	11%	-17%
CCC(C)(C)NC(=O)C(c1ccccc1)N(C(=O)c1csnn1)C1CC1 (configuration not stated)	-23%	-16%	5%	4%	-23%	-19%
O=C(Cn1c(=O)oc2ccccc21)Nc1ccc(F)c(F)c1	18%	13%	4%	3%	9%	4%
Cc1ccc2cccc(SCC(=O)N3CCOCC3)c2n1	-2%	-18%	-7%	-11%	7%	6%
COc1ccc(CNC(=O)C2CCCN2)cc1OC (configuration not stated)	0%	-17%	1%	3%	.	14%
CCOC(=O)CNC(=O)CSc1nc(Cc2ccccc2)nc2ccccc12	-1%	?	-1%	-5%	-5%	-18%
Cc1ccc(C(=O)Nc2ccc3c(c2)OCO3)o1	90%[activator]	119%[activator]	18µM*	?	-10%	6%
CCN1C(=O)C(CC(=O)Nc2ccc(OC)cc2)N(CCc2ccccc2F)C1=S (configuration not stated)	?	?	4%	3%	-7%	-17%
c1ccc(-c2nc3nonc3nc2-c2ccccc2)cc1	12µM*	20%	-4%	2%	?	?
Cc1ccccc1-n1c(O)c(/C=N/NC(=O)c2ccccc2O)c(=O)[nH]c1=S	9%	23%	7%	-20%	-21%	10%
COc1ccccc1OCC(=O)N(Cc1nc(-c2ccccc2)no1)C1CCCCC1	13µM*	.	-1%	1%	5%	11µM*
O=C(N/N=C\c1cc(Br)cs1)C1COc2ccccc2O1 (configuration not stated)	-34%	?	7%	-1%	0%	?
N=C1c2ccccc2CN1CC(=O)c1ccccc1	174%[activator]	225%[activator]	-21%	-11%	0%	12%
CC(=O)c1ccc(NC(=O)Nc2ccc3c(c2)N(C)C(=O)CS3)cc1	.	.	-2%	-8%	-2%	-28%
COc1ccccc1C(=O)N1CCN(S(=O)(=O)c2ccccc2)CC1	3%	5%	-4%	-13%	-15%	3%
Cc1ccc(NC(=O)CN(C)C(=O)c2ccc(NS(=O)(=O)c3ccc4[nH]c(=O)[nH]c4c3)cc2)cc1	?	-26%	.	2%	-9%	-2%
COC(=O)C1CCN(C(=O)COC(=O)c2ccc(OC)c(S(=O)(=O)N3CCCc4ccccc43)c2)CC1	1%	-5%	-9%	5%	12%	15%
COC(=O)c1ccc(C(=O)NC2CC(C)(C)Cc3c2cnn3-c2ccc(F)cc2)nc1 (configuration not stated)	-24%	?	-9%	-1%	-16%	-16%
CC(C)NC(=O)CCN1C(=O)c2ccccc2Sc2ncccc21	12%	6.6µM*	-3%	-3%&5%	15%&-2%	5%
O=P(OC1CCCCC1)(OC1CCCCC1)C(O)c1ccccc1 (configuration not stated)	.	-14%	3%	1%	-10%	-6%
CCC(=C(c1ccc(OC)cc1)c1ccc(OC)cc1)c1cn(CC(O)CN2CCN(C)CC2)c2ccccc12 (configuration not stated)	9.3µM*	.	1%	-4%	-4%	11µM*
CN(C(=O)COC(=O)c1ccc(Cl)c(S(=O)(=O)N2CCCCC2)c1)C1(C#N)CCCCC1	?	?	.	-5%	-9%	14%
COC(=O)c1sccc1NC(=O)c1ccc2c(c1)OCO2	26%	.	1%	-3%	7%	-2%
Cn1nnc(CC[N+](C)(C)C)n1	-27%	-18%	-1%	-3%	7%	14%
O=S(=O)(c1ccc(NC(=S)N/N=C/c2c3ccccc3cc3ccccc23)cc1)N1CCOCC1	3.3µM*	?	1%	-2%	.	2.8µM*
COCC(=O)Nc1ccc(S(=O)(=O)N2CCCC2)cc1	-32%[0.00184 µM]	40%[activator]	-1%	-7%	17%	7%
Cc1cc(NC(=O)CSc2ncnc3sccc23)no1	?	0%	-8%	3%	2%	-1%
CC(=O)N/C(N)=N/c1nc2cc([N+](=O)[O-])ccc2o1	101%[activator]	125%[activator]	-7%	0%	21%	1%
O=C1CC(c2ccco2)CC(O)=C1C=NCCN1CCNCC1 (configuration not stated)	-4%	-10%	-3%	1%	40µM*	16%
O=S(=O)(O)C1CCNCC1	11%	0%	0%	.	-1%	-1%[8.37 µM]

Other entries
SMILES	Pf growth 48h	Pf growth 96h	LmPK inh	TbPYK inhibitor	Sm TGR block	HCV inh
Oc1ccccc1CNn1cnnc1	36%[activator]	37%[activator]	-5%	-7%	-11%	27%
COc1ccc(CCN(C(=S)Nc2ccccc2)C2CC(=O)N(c3ccccc3)C2=O)cc1 (configuration not stated)	?	?	7%	1%	-4%	2%
CCNS(=O)(=O)c1ccc(CCC(=O)NCCc2ccc(OC)cc2)cc1	9%	3%[5.75 µM]	-2%	-8%	6%	?
O=C1/C(=C/c2ccco2)SC(=S)N1CC1CCCO1 (configuration not stated)	-3%	16%	6%	-10%	20µM*	-16%
Cn1c(NNC(=O)c2ccc(C(C)(C)C)cc2)cc(=O)n(C)c1=O	-11%	37%[activator]	-7%	-12%	-16%	16%
Cc1ccc(-c2cc(-c3ccc(C)cc3)[n+](-c3ccc(C(=O)[O-])cc3)c(-c3ccc(C)cc3)c2)cc1	3.7µM*	?	.	0%	13%	2.5µM*
Cc1occc1C(=O)NNC(=O)c1ccccc1Br	46%[activator]	55%[activator]	-8%	-14%	-2%	10%
Cc1noc(C)c1COc1cccc(C(=O)N(C)Cc2cccs2)c1	15%	?	.	2%	-4%	-24%
COc1cc(OC)c(NC(=O)C2CC(=O)N(c3ccc4c(c3)OCCO4)C2)cc1Cl (configuration not stated)	-5%	1%	.	3%	3%	?
COc1ccc(-c2cc(C(=O)NCC(c3ccco3)N(C)C)c3ccccc3n2)cc1OC (configuration not stated)	?	?	.	-12%	-14%	?
Cc1cccc(-n2nc3c(c2NC(=O)c2ccc(Br)o2)CSC3)c1	?	?	2%	0%	?	?
O=[N+]([O-])c1ccc2cn(-c3ccccc3)nc2c1	253%[activator]	323%[activator]	-10%	-7%	1%	?
CN(C)S(=O)(=O)c1ccc(N2CCCC2)c(C(=O)NCC2COc3ccccc3O2)c1 (configuration not stated)	?	-23%	.	-13%	2%	-17%
COc1ccc(-c2cc(C(F)(F)F)c(C#N)c(SCC(=O)Nc3nc(C)co3)n2)cc1	41%[activator]	93%[activator]	-1%	3%	-5%	.
